DDE Tn6 FP inh: DD(E)-Tn6 binding inhibition, primary FP screen | P02675 | Fibrin DD(E) TRITC-Tn6 fluorescence polarization displacement | inhibition, % at 8.3 µM | 0.21% of 370,000 active;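 active = inhibition above a per-campaign cutoff: mean of compounds within control limits plus 3 SD, cut at about 15% in these data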;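 note: 0% = median of all compound wells on the plate and 100% = blocking peptide control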
ASAP1 GAP inh: blocks human ASAP1-stimulated Arf1 GTP hydrolysis; Q9ULH1; GDP FP detection; inhibition, % at 16.5 µM; 0.19% of 360,000 active; AID 624377; in the data active = inhibition above about 25%;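 note: 0% = vehicle with enzyme and substrate and 100% = no enzyme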
Target sequence (Q9ULH1 325-724 limits assumed): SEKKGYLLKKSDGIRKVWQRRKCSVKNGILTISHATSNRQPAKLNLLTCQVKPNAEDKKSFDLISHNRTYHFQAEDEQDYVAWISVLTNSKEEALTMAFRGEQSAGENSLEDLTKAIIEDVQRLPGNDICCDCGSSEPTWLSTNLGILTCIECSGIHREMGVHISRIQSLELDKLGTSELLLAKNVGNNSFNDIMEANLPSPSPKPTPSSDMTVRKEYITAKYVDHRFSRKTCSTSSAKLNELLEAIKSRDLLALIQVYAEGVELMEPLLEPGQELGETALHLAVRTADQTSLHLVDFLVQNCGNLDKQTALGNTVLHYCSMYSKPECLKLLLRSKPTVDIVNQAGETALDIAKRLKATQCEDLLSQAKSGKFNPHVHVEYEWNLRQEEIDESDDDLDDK
PLCg1 inh: inhibitors of human phospholipase C gamma1 | inhibition, % at 12.2 µM | purified PLC-gamma1, fluorogenic substrate, fluorescence | 0.84% of 370,000 active; in the data active = inhibition above about 9.5%
ARFGAP1 inh: inhibits rat ARF GTPase activating protein 1; Q62848; Arfgap1-stimulated ARF1 GTP hydrolysis, GDP FP detection; inhibition, % at 16.5 µM; 0.26% of 360,000 active; AID 651572;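 active = inhibition above a per-plate limit, mean inhibition of low control wells plus 3 SD, cut at about 25% in these data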;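 note: 0% = DMSO wells with enzyme and 100% = wells lacking Arfgap1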
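Material: rat Arfgap1 GAP domain (His6, aa 1-136), purified enzyme. Also added: human ARF1(Δ1-17)-GTP substrate. Compound dosing: 16.5 µM single point, 1.26% DMSO. Timing: enzyme reaction 120 min at 25 °C after 20 min preincubation. Signal: GDP detection by fluorescence polarization. Read-out basis: percent inhibition of GAP-stimulated GDP formation, scaled between DMSO and no-Arfgap1 medians.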
Rev-erbA mod: modulates human Rev-erb alpha binding to DNA | P20393 | activity, % at 10 µM | Rev-erbα–FITC-DNA binding, fluorescence polarization, 90 min | 0.79% of 370,000 active;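 active = activity above about 14%, limit read from the data; passing the limit was not always enough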;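 note: 0% = DMSO wells with 35 nM protein and 100% = DMSO wells with 750 nM protein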
Target sequence (P20393 whole entry, looked up): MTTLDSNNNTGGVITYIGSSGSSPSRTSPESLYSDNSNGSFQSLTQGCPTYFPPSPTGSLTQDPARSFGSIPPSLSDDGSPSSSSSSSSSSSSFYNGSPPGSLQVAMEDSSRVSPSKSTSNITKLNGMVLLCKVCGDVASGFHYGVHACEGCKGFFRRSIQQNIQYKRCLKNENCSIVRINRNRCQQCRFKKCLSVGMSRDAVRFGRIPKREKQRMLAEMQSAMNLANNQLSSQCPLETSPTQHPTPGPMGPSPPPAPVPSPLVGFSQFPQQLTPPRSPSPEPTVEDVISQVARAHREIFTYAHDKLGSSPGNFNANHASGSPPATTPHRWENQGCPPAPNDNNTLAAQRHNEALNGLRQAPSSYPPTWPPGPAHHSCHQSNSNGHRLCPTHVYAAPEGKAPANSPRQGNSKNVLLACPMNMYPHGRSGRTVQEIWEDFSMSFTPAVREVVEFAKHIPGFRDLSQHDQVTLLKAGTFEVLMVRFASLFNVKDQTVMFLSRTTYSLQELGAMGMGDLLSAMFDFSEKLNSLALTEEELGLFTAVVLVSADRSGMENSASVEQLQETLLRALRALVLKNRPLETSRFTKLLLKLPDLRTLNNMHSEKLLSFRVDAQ
KLK7 zymogen act: activates the human kallikrein-7 zymogen; 0.9% of 370,000 active; activation, % at 7 µM; purified proKLK7, EDANS-DABCYL substrate fluorescence; 100% is mature enzyme control, 0% vehicle; P49862;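 active = activation above the mean of all tested compounds plus 3 SD, computed per campaign excluding outliers beyond control limits, cut at about 13% in these data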
DDE Tn7 FP inh: inhibitors of Tn7 peptide binding to human fibrin DD(E); P02675; 0.13% of 370,000 active; inhibition, % at 8.3 µM; FP displacement of FITC-Tn7 peptide from fibrin DD(E); 0% = median of compound wells per plate;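 active = inhibition above the mean of compounds falling within the control limits plus 3 SD of them, cut at about 14% in these data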;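 note: 0% = plate median of compound wells and 100% = 10 µM Aha-Tn7 peptide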
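Test system – human fibrin DD(E) · Times – 10 min preincubation, 3 h with tracer, room temperature · Detection – fluorescence polarization of the labelled Tn7 tracer · Measure – percent inhibition normalized to high-control wells · Benchmarks – high control wells with 10 µM unlabelled Aha-Tn7 peptide (full inhibition) · Repeats – singlicate testing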
sPLA2-III inh: Inhibits HGIII-sPLA2 liposome hydrolysis, primary screen; QFRET BODIPY PC-A2 liposome hydrolysis, fluorescence; inhibition, % at 12.2 µM; Q9NZ20; 0.56% of 370,000 active;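 active = inhibition above mean plus 3 SD of compounds lying within the high and low control bounds, cut at about 19% in these data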;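 note: 0% = median of test compound wells and 100% = no enzyme DMSO wells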
UHRF1 MBD2 ctr: UHRF1 methyl-DNA binding inhibition. Q96T88. UHRF1 binding to methylated oligo, TR-FRET. inhibition, % at 4.4 µM. 0.75% of 370,000 active; in the data active = inhibition above about 21%;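 note: UHRF1 SRA domain binding a hemimethylated CpG hairpin DNA probe; 0% = median of test compound wells and 100% = reference inhibitor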
PLC-beta3 inh: PLC-beta3 (human) inhibition, primary screen. inhibition, % at 12.2 µM. 0.18% of 370,000 active. Q01970. Purified PLC-beta3, fluorogenic substrate, fluorescence. AID 720704; in the data active = inhibition above about 11%;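 note: 0% = median of compound wells on plate and 100% = full blocker control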
Numbers without * were called inactive.

CCn1nc(C)c(NC(=O)/C=C/c2ccc(OC)c(COc3ccc(Br)cc3)c2)c1C was read as DDE Tn6 FP inh 2.4, ASAP1 GAP inh 4.0, PLCg1 inh 0.9, ARFGAP1 inh 2.6, Rev-erbA mod 0.5, KLK7 zymogen act -0.4, DDE Tn7 FP inh 2.8, sPLA2-III inh 3.7, UHRF1 MBD2 ctr -1.7 and PLC-beta3 inh 1.7.
`O=C(N/N=C1\CCCc2ccccc21)c1ccccc1Cl` gave DDE Tn6 FP inh -2.0, ASAP1 GAP inh -8.0, PLCg1 inh -0.8, ARFGAP1 inh -8.4, Rev-erbA mod 2.8, KLK7 zymogen act -0.3, DDE Tn7 FP inh -3.6, sPLA2-III inh 0.2, UHRF1 MBD2 ctr 2.9 and PLC-beta3 inh -0.9.
For CC(Sc1ccc2c(c1)OCCO2)C(=O)Nc1ccc(N2CCOCC2)cc1 (stereo unspecified) the results were DDE Tn6 FP inh -7.3, ASAP1 GAP inh 4.8, PLCg1 inh 13.1*, ARFGAP1 inh -5.8, Rev-erbA mod -1.0, KLK7 zymogen act 0.4, DDE Tn7 FP inh 6.3, sPLA2-III inh 3.3, UHRF1 MBD2 ctr 3.0 and PLC-beta3 inh -3.5.
For COc1ccc2[nH]c3nc(SCC(=O)NNC(=O)c4ccc(OC)c(OC)c4)nnc3c2c1 the results were DDE Tn6 FP inh -1.5, ASAP1 GAP inh 2.7, PLCg1 inh -1.7, ARFGAP1 inh 11.3, Rev-erbA mod 3.3, KLK7 zymogen act -0.3, DDE Tn7 FP inh 2.3, sPLA2-III inh -0.2, UHRF1 MBD2 ctr -0.9 and PLC-beta3 inh 0.4.
For CC1Cc2nc(SCC(=O)Nc3nccs3)n(Cc3ccccc3)c(=O)c2S1 (stereo unspecified) the results were DDE Tn6 FP inh 11.6, ASAP1 GAP inh -0.8, PLCg1 inh 3.0, ARFGAP1 inh -2.6, Rev-erbA mod -6.4, KLK7 zymogen act 0.8, DDE Tn7 FP inh 5.3, sPLA2-III inh 1.8, UHRF1 MBD2 ctr -0.8 and PLC-beta3 inh 0.7.
For Cc1ccc(NC(=S)NCCO)c(C)c1 the results were DDE Tn6 FP inh -1.1, ASAP1 GAP inh -6.4, PLCg1 inh -1.7, ARFGAP1 inh 10.9, Rev-erbA mod -6.1, KLK7 zymogen act 0.4, DDE Tn7 FP inh -3.0, sPLA2-III inh 4.0, UHRF1 MBD2 ctr -1.0 and PLC-beta3 inh 1.2.
Cc1ccc(CS(=O)(=O)CCC(=O)NCc2ccc(F)cc2)cc1 was read as DDE Tn6 FP inh 1.2, ASAP1 GAP inh -5.0, PLCg1 inh -0.9, ARFGAP1 inh -8.8, Rev-erbA mod -2.1, KLK7 zymogen act -0.6, DDE Tn7 FP inh -2.4, sPLA2-III inh 0.3, UHRF1 MBD2 ctr 1.0 and PLC-beta3 inh -5.2.
Screening Cc1cc(Br)cn2c(Cc3ccccc3)c(-c3cccc(Cl)c3)nc12 returned DDE Tn6 FP inh -6.9, ASAP1 GAP inh -0.7, PLCg1 inh -6.3, ARFGAP1 inh -21.3, Rev-erbA mod 19.0*, KLK7 zymogen act 0.1, DDE Tn7 FP inh 8.8, sPLA2-III inh -3.0, UHRF1 MBD2 ctr 8.1 and PLC-beta3 inh -12.3.
Screening COc1ccc(-c2cc(CS(=O)(=O)c3ccccc3)on2)cc1 returned DDE Tn6 FP inh -1.1, ASAP1 GAP inh 14.6, PLCg1 inh -4.0, ARFGAP1 inh 7.5, Rev-erbA mod -3.5, KLK7 zymogen act 0.3, DDE Tn7 FP inh 1.9, sPLA2-III inh -7.4, UHRF1 MBD2 ctr -1.8 and PLC-beta3 inh 1.6.
`COc1ccc2occ(C(=O)c3coc4ccc(O)c(CN(C)C)c34)c2c1` gave DDE Tn6 FP inh 6.3, ASAP1 GAP inh 8.6, PLCg1 inh -74.8, ARFGAP1 inh -12.3, Rev-erbA mod 2.3, KLK7 zymogen act -3.4, DDE Tn7 FP inh 6.3, sPLA2-III inh -24.8, UHRF1 MBD2 ctr -4.9 and PLC-beta3 inh -83.2.

The list goes on, starting with the last three of the part before.
Screening Cc1cc(Br)cn2c(Cc3ccccc3)c(-c3cccc(Cl)c3)nc12 returned DDE Tn6 FP inh -6.9, ASAP1 GAP inh -0.7, PLCg1 inh -6.3, ARFGAP1 inh -21.3, Rev-erbA mod 19.0*, KLK7 zymogen act 0.1, DDE Tn7 FP inh 8.8, sPLA2-III inh -3.0, UHRF1 MBD2 ctr 8.1 and PLC-beta3 inh -12.3.
Screening COc1ccc(-c2cc(CS(=O)(=O)c3ccccc3)on2)cc1 returned DDE Tn6 FP inh -1.1, ASAP1 GAP inh 14.6, PLCg1 inh -4.0, ARFGAP1 inh 7.5, Rev-erbA mod -3.5, KLK7 zymogen act 0.3, DDE Tn7 FP inh 1.9, sPLA2-III inh -7.4, UHRF1 MBD2 ctr -1.8 and PLC-beta3 inh 1.6.
`COc1ccc2occ(C(=O)c3coc4ccc(O)c(CN(C)C)c34)c2c1` gave DDE Tn6 FP inh 6.3, ASAP1 GAP inh 8.6, PLCg1 inh -74.8, ARFGAP1 inh -12.3, Rev-erbA mod 2.3, KLK7 zymogen act -3.4, DDE Tn7 FP inh 6.3, sPLA2-III inh -24.8, UHRF1 MBD2 ctr -4.9 and PLC-beta3 inh -83.2.
For N#Cc1ccc(C(=O)Nc2ccc(N3CCN(C(=O)c4ccco4)CC3)cc2)c(F)c1 the results were DDE Tn6 FP inh -2.3, ASAP1 GAP inh 1.4, PLCg1 inh -0.8, ARFGAP1 inh 7.9, Rev-erbA mod -2.8, KLK7 zymogen act 0.3, DDE Tn7 FP inh -2.9, sPLA2-III inh -2.5, UHRF1 MBD2 ctr -1.3 and PLC-beta3 inh -1.2.
For c1ccc2c(c1)oc1c(N3CCN(Cc4ccc5c(c4)OCO5)CC3)ncnc12 the results were DDE Tn6 FP inh 5.5, ASAP1 GAP inh -7.8, PLCg1 inh -10.6, ARFGAP1 inh -9.2, Rev-erbA mod -6.4, KLK7 zymogen act -0.1, DDE Tn7 FP inh 4.6, sPLA2-III inh -7.6, UHRF1 MBD2 ctr -3.6 and PLC-beta3 inh -13.6.
For C=CCSc1ncc(C(=O)OCC)c(N)n1 the results were DDE Tn6 FP inh 1.8, ASAP1 GAP inh 13.1, PLCg1 inh 6.0, ARFGAP1 inh 4.1, Rev-erbA mod -4.3, KLK7 zymogen act -0.1, DDE Tn7 FP inh 1.3, sPLA2-III inh 4.2, UHRF1 MBD2 ctr 6.1 and PLC-beta3 inh 6.1.
Cc1cccc(NC(=O)Nc2nnc([C@H]3C[C@H](O)[C@@H](CO)O3)s2)c1 was read as DDE Tn6 FP inh 1.0, ASAP1 GAP inh -0.3, PLCg1 inh -3.7, ARFGAP1 inh 8.6, Rev-erbA mod -1.0, KLK7 zymogen act 0.4, DDE Tn7 FP inh 3.7, sPLA2-III inh -3.1, UHRF1 MBD2 ctr -1.2 and PLC-beta3 inh -0.1.
O=C1N[C@@H](Cc2ccccc2)C(=O)N2[C@@H]1C[C@]1(Br)c3ccccc3N(S(=O)(=O)c3ccccc3)[C@H]21 was read as DDE Tn6 FP inh 2.9, ASAP1 GAP inh -3.9, PLCg1 inh 1.3, ARFGAP1 inh 5.8, Rev-erbA mod -2.7, KLK7 zymogen act -0.9, DDE Tn7 FP inh 1.0, sPLA2-III inh -12.8, UHRF1 MBD2 ctr -2.4 and PLC-beta3 inh -1.9.
For O=C(CN1C(=O)CSc2ccccc21)Nc1ccccc1C(=O)N1CCOCC1 the results were DDE Tn6 FP inh 3.5, ASAP1 GAP inh 4.0, PLCg1 inh 1.4, ARFGAP1 inh 4.5, Rev-erbA mod 4.1, KLK7 zymogen act 0.4, DDE Tn7 FP inh -2.0, sPLA2-III inh 0.9, UHRF1 MBD2 ctr 2.8 and PLC-beta3 inh 4.1.
COc1cc2c(c(OC)c1OC)C(=O)C(=Cc1ccccc1)O2 was read as DDE Tn6 FP inh -5.6, ASAP1 GAP inh 12.2, PLCg1 inh -15.4, ARFGAP1 inh 3.7, Rev-erbA mod -1.5, KLK7 zymogen act 0.5, DDE Tn7 FP inh 3.4, sPLA2-III inh -8.3, UHRF1 MBD2 ctr -5.0 and PLC-beta3 inh -28.1.
Screening COc1ccc(Oc2ccccc2/C=N/O)cc1 returned DDE Tn6 FP inh -6.2, ASAP1 GAP inh -0.3, PLCg1 inh 0.6, ARFGAP1 inh 2.7, Rev-erbA mod 0.0, KLK7 zymogen act -0.1, DDE Tn7 FP inh 3.1, sPLA2-III inh 2.0, UHRF1 MBD2 ctr 0.4 and PLC-beta3 inh 1.9.
Screening CS(=O)(=O)N1CCN(C(=O)Cc2cccs2)CC1 returned DDE Tn6 FP inh -0.7, ASAP1 GAP inh 6.9, PLCg1 inh 3.4, ARFGAP1 inh 14.3, Rev-erbA mod 1.6, KLK7 zymogen act 0.1, DDE Tn7 FP inh -5.8, sPLA2-III inh 2.3, UHRF1 MBD2 ctr 0.6 and PLC-beta3 inh 4.3.
`O=C(CN1CCN(c2ccc(F)cc2)CC1)NCc1ccc(Cl)cc1` gave DDE Tn6 FP inh 5.5, ASAP1 GAP inh 3.5, PLCg1 inh 1.6, ARFGAP1 inh -6.5, Rev-erbA mod -6.3, KLK7 zymogen act -0.4, DDE Tn7 FP inh -1.6, sPLA2-III inh -1.6, UHRF1 MBD2 ctr -3.4 and PLC-beta3 inh -6.0.
Screening O=C(NCCc1ccccc1)OCc1cn(Cc2ccccc2Cl)nn1 returned DDE Tn6 FP inh -1.8, PLCg1 inh -3.6, Rev-erbA mod -0.7, KLK7 zymogen act 0.4, DDE Tn7 FP inh 2.9, sPLA2-III inh -2.7, UHRF1 MBD2 ctr -0.5 and PLC-beta3 inh -1.1.
`C=CCNC(=S)Nc1cccc(N)c1` gave DDE Tn6 FP inh -0.2, ASAP1 GAP inh -6.2, PLCg1 inh 0.4, ARFGAP1 inh 0.4, Rev-erbA mod -13.1, KLK7 zymogen act 1.0, DDE Tn7 FP inh 1.0, sPLA2-III inh 8.2, UHRF1 MBD2 ctr -1.9 and PLC-beta3 inh -8.8.
Screening CCN(CC)C(=S)SCC(=O)NC12CC3CC(CC(C3)C1)C2 returned DDE Tn6 FP inh -5.8, ASAP1 GAP inh -14.1, PLCg1 inh 3.8, ARFGAP1 inh 5.8, Rev-erbA mod 2.6, KLK7 zymogen act -0.1, DDE Tn7 FP inh -6.0, sPLA2-III inh 8.4, UHRF1 MBD2 ctr 5.9 and PLC-beta3 inh 1.5.
Screening O=C(Nc1ccccc1)c1ccc(NCC2CCCO2)c([N+](=O)[O-])c1 (stereo unspecified) returned DDE Tn6 FP inh -11.6, ASAP1 GAP inh 1.0, PLCg1 inh 4.8, ARFGAP1 inh -8.1, Rev-erbA mod 4.0, KLK7 zymogen act -0.4, DDE Tn7 FP inh -0.9, sPLA2-III inh -4.8, UHRF1 MBD2 ctr -2.8 and PLC-beta3 inh 1.9.

Screening results deposited in PubChem BioAssay by several laboratories.
